S aureus QS inh – S. aureus quorum sensing inhibitors, primary screen, RNAIII-GFP reporter, flow cytometry. AID 527, 2006. actives 0.3% (n = 24,000). S. aureus RN6390 RNAIII-GFP reporter, AIP-induced, flow cytometry 3 h. inhibition, % at 2 µM;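 active = share of bacteria positive for the green fluorescent reporter and its mean brightness both inhibited by 50% or more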;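 also: 0% = AIP-stimulated control and 100% = unstimulated bacteria without AIP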
S aureus QS inh GFP MFI % – further read-out of S aureus QS inh, marked with its call; inhibition, %; measured here: inhibition of GFP MFI
The depositor's hits bear a star.

entry | smiles | S aureus QS inh | S aureus QS inh GFP MFI %
1 | CCOC(=O)N1CCC(NC(=O)c2cc(S(=O)(=O)N3CCC4(CC3)OCCO4)ccc2F)CC1 | -1 | -8
2 | CC(C)CNC(=O)c1ccccc1NC(=O)c1ccc(CN2CCOCC2)cc1 | -2 | -5
3 | CCOc1cc(C2C(C(=O)OC)=C(C)N=C3SCCC(=O)N32)ccc1OC(C)=O (configuration not stated) | -3 | -16
4 | CCOC(=O)N1CCN(C(=O)COc2ccc(Br)cc2Cl)CC1 | -4 | -1
5 | CC1CCN(S(=O)(=O)c2ccc3[nH]c(=O)c(=O)[nH]c3c2)CC1 | -3 | -4
6 | O=C(Nc1ccccc1C(=O)N1CCN(c2ccccc2)CC1)c1ccco1 | 0 | -13
7 | C=C(C)Cn1c(SCC)nc2ccccc2c1=O | 0 | -3
8 | Cc1nn(Cc2ccccc2)c(C)c1NC(=O)c1cc(-c2ccc3c(c2)OCO3)on1 | 2 | 10
9 | O=c1[nH]c(/C(=N\O)c2ccccc2)no1 | -1 | -2
10 | CCOc1ccc(C(=O)N2CCN(c3ccccc3)CC2)cc1OCC | -2 | 18
11 | CCCCN(C)C(=O)c1oc2ccc(S(=O)(=O)N3CCCCCC3)cc2c1C | 1 | 26
12 | COC(=O)Cn1c(C)nc2c(sc3nc(C)cc(C)c32)c1=O | -2 | -9
13 | COc1ccc2cc3c(N)nn(C(=O)Cc4ccccc4OC)c3nc2c1 | -2 | -32
14 | Cc1ccc(-c2ccc(=O)n(CC(=O)NCCN(C)C)n2)cc1 | -6 | -34
15 | O=C(NCCO)c1cccc2c1C(=O)c1ccccc1-2 | -1 | 1
16 | Cc1c(NC(=O)c2cc(C(C)C)on2)c(=O)n(-c2ccccc2)n1C | 4 | 55
17 | CN(C)c1ccc(NC(=O)CSCc2nc3c(nnn3Cc3ccc(F)cc3)c(=O)[nH]2)cc1 | 0 | -20
18 | CCOC(=O)C1=C(N)n2c(s/c(=C\c3cccnc3)c2=O)=C(C#N)C1c1cccnc1 (configuration not stated) | 1 | 19
19 | Clc1ccc2c(c1)[C@H]1OCC[C@H]1[C@@H](c1ccco1)N2 | -4 | -9
20 | CCC12CN3CC(CC)(CN(C1)C3c1ccc(OC(C)C)cc1)C2=O (configuration not stated) | 0 | 3
21 | COc1ccccc1N1CCN(C(=O)c2cc(C3CC3)on2)CC1 | 2 | 11
22 | COc1cc(C2N(c3ccc(Cl)cc3)C(=O)C3CCCN32)cc(OC)c1OC (configuration not stated) | 2 | 9
23 | Cc1cc(NC(=O)c2cc(-c3ccc4c(c3)OCO4)on2)n(-c2ccccc2)n1 | -5 | -13
24 | CC(=O)N1CCc2cc(C(=O)CN3CCCN(Cc4ccc(F)cc4)C3)ccc21 | -1 | -8
25 | COc1ccc(C2SCC(C(=O)O)N2C(C)=O)cc1OC (configuration not stated) | 6 | 5
26 | Cc1ccc(C(c2sc3nc(C)nn3c2O)N2CCOCC2)cc1 (configuration not stated) | -1 | 1
27 | CCOCCCNC(=O)Cn1nc(-c2ccccc2)ccc1=O | -3 | -14
28 | COc1ccc(-n2c(Cn3c(=O)sc4ccccc43)nnc2SCC(=O)N2CCCCC2)cc1 | 0 | 2
29 | COc1ccc2c(CC(=O)OCC(=O)Nc3sc4c(c3C#N)CCC(C)C4)coc2c1 (configuration not stated) | 0 | -3
30 | O=C(NCc1ccco1)C(c1ccco1)N(C(=O)Cn1nnc2ccccc21)c1ccc2c(c1)CCC2 (configuration not stated) | 2 | 12
31 | Cc1ccc(-c2noc(CCC(=O)NCCCN3CCN(c4ccc(F)cc4)CC3)n2)cc1 | -2 | 1
32 | Brc1ccc(-c2csc(/N=C/N3CCOCC3)n2)cc1 | 0 | -2
33 | COc1ccc(C)cc1NC(=O)CN1C(=O)c2ccccc2S1(=O)=O | 8 | 9
34 | O=C(Cn1ncc2ccccc21)N1CCN(c2cccc(C(F)(F)F)c2)CC1 | 6 | 10
35 | O=C(Cn1nc(Cc2ccncc2)c2ccccc2c1=O)N1CCc2ccccc2C1 | -3 | -16
36 | O=C1OC(c2ccc(O)cc2)(c2ccc(O)cc2)c2ccccc21 | 10 | 31
37 | CSc1nc2c(c(=O)n1Cc1ccccc1)SC(C)C2 (configuration not stated) | -3 | -2
38 | O=c1cc(N2CCc3ccccc3C2)[nH]c(=O)n1Cc1ccc(F)cc1 | 22 | 40
39 | COc1ccc(-c2[nH]c(-c3cccc(OC)c3)nc2SCC(=O)NCc2ccco2)cc1 | -2 | -12
40 | COc1ccc2cc(C(c3nnnn3C(C)(C)C)N3CCc4ccccc4C3)c(=O)[nH]c2c1 (configuration not stated) | 4 | -3
41 | CCN1CCN(c2ncc(C(=O)Nc3cc(Cl)ccc3OC)c3ccccc23)CC1 | 1 | -3
42 | CCc1ccc(NC(=O)CS(=O)CC(=O)NCC2OCCc3ccccc32)cc1 (configuration not stated) | 0 | -6
43 | COc1ccc2nc3oc(C(=O)NCc4cccs4)cc3cc2c1 | -1 | -21
44 | Cn1c(=O)c(=O)n(C)c2cc(S(=O)(=O)N3CCC(Cc4ccccc4)CC3)ccc21 | -1 | -10
45 | CCOc1ccc(-n2cc(C(=O)NCc3ccco3)c3cc(OC)c(OC)cc3c2=O)cc1 | 11 | 11
46 | CCC1CCCCN1CCCNC(=O)c1ccc(CS(=O)(=O)Cc2ccccc2F)o1 (configuration not stated) | -1 | -3
47 | COc1ccccc1C(=O)n1nc(-c2cccnc2)nc1N | 4 | 24
48 | Cc1cccc(N2CCN(S(=O)(=O)c3ccc4c(c3)CCN4C(=O)CCC(=O)O)CC2)c1C | -1 | 17
49 | Cc1ccc(NS(=O)(=O)c2ccc3c(c2)c(=O)n(C)c(=O)n3C)cc1F | -2 | -8
50 | COc1ccccc1N1CCN(C(=O)CN(Cc2ccc(Cl)cc2)S(C)(=O)=O)CC1 | 0 | 12
51 | COc1ccc(Cn2c(C)nc3c(c2=O)c2nc4ccccc4nc2n3Cc2ccco2)cc1 | -1 | -2
52 | O=C(CSc1nc2cc(Cl)ccc2s1)N1CCN(C(=O)c2ccco2)CC1 | -1 | -1
53 | O=S(=O)(Nc1ccc(Cc2ccncc2)cc1)N1CCCC1 | -1 | -4
54 | CCC1Oc2ccccc2N(CC(=O)NCCN2C(C)CCCC2C)C1=O (configuration not stated) | 0 | -3
55 | O=C(Nc1ccccn1)Nc1cccs1 | -7 | -11
56 | Brc1ccccc1Cn1c(-c2cncs2)nc2ccccc21 | -1 | -2

(listing goes on)
entry | smiles | S aureus QS inh | S aureus QS inh GFP MFI %
57 | O=C(CCn1nc(-c2ccc(Cl)cc2)ccc1=O)N1CCN(c2ccccn2)CC1 | -2 | -6
58 | Cc1noc(NS(=O)(=O)c2ccc(N/C=C/C(=O)c3cccnc3)cc2)c1C | 2 | 0
59 | CCOC(=O)C1=C(N)OC2=C(C(=O)CC(C)(C)C2)C1c1ccco1 (configuration not stated) | 1 | 6
60 | Cc1n[nH]c(C)c1S(=O)(=O)N(CC(=O)N1CCc2ccccc21)c1ccc(C(C)C)cc1 | 18 | 16
61 | COc1cccc(-c2nnc(SCC(N)=O)n2-c2ccc(Cl)cc2)c1 | 0 | 7
62 | CCOc1ccc(N(CC)C(=O)COc2cc(=O)n(C)c3ccccc23)cc1 | -3 | -7
63 | CC(=O)Nc1cccc(C(=O)Oc2cccc(C)c2)c1O | -1 | -27
64 | Cc1ccc(Cn2nnc3c(=O)n(CC(=O)NCC4CCCO4)cnc32)cc1 (configuration not stated) | 1 | 8
65 | CCS(=O)(=O)NCCc1csc(C)n1 | 2 | 24
66 | O=C(OCCCN1C(=O)c2ccccc2C1=O)c1ccco1 | -3 | 7
67 | CC(NC(=O)c1ccc(N(C)C)cc1)C(c1cccs1)N1CCN(C)CC1 (configuration not stated) | 0 | 11
68 | FC(F)(F)c1nnc2ccc(-n3ccnc3)nn12 | -2 | 1
69 | CCCC(CCC)C(=O)NCCN1CCOCC1 | -2 | -1
70 | O=C(C(Cc1ccccc1)n1cccc1)N1CCc2ccccc21 (configuration not stated) | 26 | 33
71 | Cn1c(=O)cc(SCC(=O)N2CCN(C3CCCCC3)CC2)c2ccccc21 | -7 | -23
72 | CCCCCCSc1cc(C)nc2ncnn12 | -2 | -47
73 | COc1cc2c(cc1OC)-c1nncn1C(C)(C)C2 | -6 | -23
74 | CCN(CCCNC(=O)C1CCN(S(=O)(=O)c2cccc3nonc23)CC1)Cc1ccccc1 | 0 | -10
75 | O=c1cc(N2CCCC2)[nH]c(=O)n1-c1ccc(Cl)cc1 | 4 | 0
76 | COc1ccc(CN2CC(C(=O)NCCCN3CCCCCC3)CC2=O)cc1 (configuration not stated) | 4 | 8
77 | O=C(NCc1cccnc1)C(=O)NCC(c1ccco1)N1CCN(c2ccccc2F)CC1 (configuration not stated) | 0 | 3
78 | CSc1oc(-c2ccc(F)cc2)nc1S(=O)(=O)c1ccccc1 | 1 | 5
79 | COc1ccccc1N1CCN(C(=O)c2cc(-c3cccs3)on2)CC1 | -1 | -2
80 | Cc1ccc2nc(C)c(C)nc2c1N | -6 | -14
81 | CCOC(=O)C1=C(c2ccccc2)N2CCS(=O)(=O)N=C2S1 | 0 | -2
82 | Cn1cnnc1SCC(=O)OCN1C(=O)c2ccccc2C1=O | -5 | -28
83 | COc1ccccc1N1CCN(S(=O)(=O)CC23CCC(CC2=O)C3(C)C)CC1 (configuration not stated) | 0 | 11
84 | Cc1ncoc1C(=O)Nc1cccc(Cl)c1 | -2 | -2
85 | O=S(=O)(c1ccccc1)N1CCSC1c1ccco1 (configuration not stated) | 2 | 9
86 | CC1=C(C(=O)Nc2ccccc2)C(c2cccnc2)n2nc(-c3cccnc3)nc2N1 (configuration not stated) | -2 | -9
87 | COc1ccccc1-c1nc(-c2ccccn2)no1 | -3 | -10
88 | Cc1ccc2c(c1)NCC(C(=O)NCc1ccccc1)O2 (configuration not stated) | -1 | 2
89 | C=CCNC(=O)c1scc2c1CCCC2 | 2 | 14
90 | O=C(CN1C(=O)C2C3C=CC(C3)C2C1=O)N1CC=C(c2ccccc2)CC1 (configuration not stated) | -1 | 29
91 | Cc1ccccc1NC(=O)C1CCCN(S(=O)(=O)c2c(C)noc2C)C1 (configuration not stated) | 2 | 3
92 | O=C(CSc1nc2ccccc2c(=O)n1C1CC1)NCc1ccccc1 | -14 | -29
93 | CCCSc1nnc(-c2ccccc2NC(=O)CC)c(=O)[nH]1 | 0 | 2
94 | Cc1cc(=O)oc2c(C(=O)/C=C/c3ccccc3)c(O)ccc12 | -1 | 2
95 | CCOC(=O)C1CCN(C(=O)C2CCN(S(=O)(=O)c3cc(Cl)ccc3Cl)CC2)CC1 | -1 | -3
96 | CCOCCCNC(=O)CCCn1nc(C)n2c(cc3sccc32)c1=O | 1 | 16
97 | CCN1C(=O)C2(C(C#N)=C(N)Oc3cc(C)oc(=O)c32)c2ccccc21 (configuration not stated) | 7 | 18
98 | CNCCC(Oc1ccc(C(F)(F)F)cc1)c1ccccc1 (configuration not stated) | 4 | 14
99 | CC(NS(C)(=O)=O)C(c1cccs1)N1CCN(c2ccc(F)cc2)CC1 (configuration not stated) | 5 | 16
100 | Nc1ccnc(C(F)(F)F)c1C(=O)c1ccccc1 | 12 | 27
101 | O=C(NC(O)C(=O)c1cccs1)c1cccnc1 (configuration not stated) | -2 | -9
102 | COc1ccc(C(CC(=O)Nc2nccs2)n2cccc2)cc1 (configuration not stated) | 10 | 22
103 | COC(=O)C1C(=O)c2c([nH]c(C(=O)OC3CCCC3)c2C)CC1C (configuration not stated) | -4 | -47
104 | CCOc1ccc(CCNC(=O)Cn2c(-c3nonc3N)nc3ccccc32)cc1OCC | 0 | -22
105 | Cc1ccc(S(=O)(=O)C2(C(=O)Nc3cccnc3)CC2)cc1 | -7 | -9
106 | CCCOc1ccc(N2C(=O)CC(N3CCN(c4ccccc4F)CC3)C2=O)cc1 (configuration not stated) | -1 | -3
107 | COc1ccc2c(c1)CCc1c(C(=O)N3CCCc4ccccc43)noc1-2 | 3 | 6
108 | COc1cccc(C(=O)Nc2ccc3nc(N4CCN(c5ncccn5)CC4)cc(C)c3c2)c1OC | 1 | 6
109 | COc1ccccc1N=Cc1nc(-c2ccccc2)oc1OC(C)=O | -2 | -6

Gathered by group, those above with a Cl atom (11)
entry | smiles | S aureus QS inh | S aureus QS inh GFP MFI %
4 | CCOC(=O)N1CCN(C(=O)COc2ccc(Br)cc2Cl)CC1 | -4 | -1
19 | Clc1ccc2c(c1)[C@H]1OCC[C@H]1[C@@H](c1ccco1)N2 | -4 | -9
22 | COc1cc(C2N(c3ccc(Cl)cc3)C(=O)C3CCCN32)cc(OC)c1OC (configuration not stated) | 2 | 9
41 | CCN1CCN(c2ncc(C(=O)Nc3cc(Cl)ccc3OC)c3ccccc23)CC1 | 1 | -3
50 | COc1ccccc1N1CCN(C(=O)CN(Cc2ccc(Cl)cc2)S(C)(=O)=O)CC1 | 0 | 12
52 | O=C(CSc1nc2cc(Cl)ccc2s1)N1CCN(C(=O)c2ccco2)CC1 | -1 | -1
57 | O=C(CCn1nc(-c2ccc(Cl)cc2)ccc1=O)N1CCN(c2ccccn2)CC1 | -2 | -6
61 | COc1cccc(-c2nnc(SCC(N)=O)n2-c2ccc(Cl)cc2)c1 | 0 | 7
75 | O=c1cc(N2CCCC2)[nH]c(=O)n1-c1ccc(Cl)cc1 | 4 | 0
84 | Cc1ncoc1C(=O)Nc1cccc(Cl)c1 | -2 | -2
95 | CCOC(=O)C1CCN(C(=O)C2CCN(S(=O)(=O)c3cc(Cl)ccc3Cl)CC2)CC1 | -1 | -3

Only part of the results is shown (hit frequency here may not be typical).
